Mcl1-Bid inh: Mcl-1/Bid interaction inhibition; TR-FRET Mcl-1/Bid-Dy647 peptide binding, 1536-well; inhibition, % at 21.7 µM; actives 0.97% (n = 220,000); AID 1021;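 active means compounds that cut the binding signal by more than half at the single screening dose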;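 further: His-tagged Mcl-1 with europium anti-His antibody binding Bid BH3 peptide; 0% = Mcl-1 plus peptide wells and 100% = peptide-only wells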
Target sequence (Q07820 whole entry, looked up): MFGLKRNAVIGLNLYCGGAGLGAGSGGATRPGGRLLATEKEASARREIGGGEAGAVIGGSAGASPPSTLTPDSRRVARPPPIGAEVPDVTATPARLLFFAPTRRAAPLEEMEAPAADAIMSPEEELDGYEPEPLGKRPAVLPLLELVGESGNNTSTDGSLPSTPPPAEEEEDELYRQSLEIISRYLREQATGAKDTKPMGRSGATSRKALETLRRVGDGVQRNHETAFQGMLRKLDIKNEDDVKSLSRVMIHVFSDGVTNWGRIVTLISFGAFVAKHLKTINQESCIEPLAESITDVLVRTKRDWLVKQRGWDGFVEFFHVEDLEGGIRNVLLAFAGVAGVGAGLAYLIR
Avidin fluor: compound fluoresces at 488/530 nm on avidin beads; actives 0.38% (n = 220,000); compound fluorescence 488/530 nm, flow cytometry; hits give high values; fluorescence (KMESF) at 10 µM; AID 1775; in the data active means fluorescence above about 47; further: inactives centre near 10
Pf gamet viab: inhibitors of late stage P. falciparum gametocyte viability | P. falciparum stage V gametocytes, ATP luminescence, 24 h | inhibition, % at 10.9 µM | actives 0.065% (n = 150,000);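 active means inhibition above the mean plus 3 SD of compounds within the control limits, set per campaign, cut at about 38% in these data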;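 further: 0% = DMSO wells and 100% = medium only without gametocytes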
Mcl1 Noxa PPI: disrupts binding of human Mcl-1 to Noxa peptide | TR-FRET Mcl-1/Noxa peptide binding, 2 h | inhibition, % at 21.7 µM | AID 1022 | actives 1.5% (n = 220,000) | Q07820;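 active means compounds that cut the protein-peptide binding signal by more than 50% relative to plate controls in a single-dose test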;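 further: His-tagged Mcl-1 with rhodamine Noxa BH3 peptide and terbium anti-His antibody; 0% = Mcl-1 plus Noxa peptide wells and 100% = peptide-only wells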
Numbers without * were called inactive.

The line under a structure holds: Mcl1-Bid inh	Avidin fluor	Pf gamet viab	Mcl1 Noxa PPI
COc1ccc(OCC(O)CNS(=O)(=O)c2ccc(C)cc2)cc1 (stereo not drawn)
    -18	5	13	-8
O=C(NCc1ccc(Cl)cc1)c1ccc(CNc2c(N3CCOCC3)c(=O)c2=O)cc1
    6	6	-12	-6
Cc1c(C(=O)/C=C/N(C)C)nnn1-c1ccc(Cl)c(Cl)c1
    -3	8	9	-2
CCOC(=O)COc1nc(-c2ccco2)cc(-c2ccco2)c1C#N
    -29	8	2	3
CN(C1CCCCC1)S(=O)(=O)c1ccc(-c2ccccn2)s1
    2	6	-7	4
CCCn1c(=O)c(Br)cn(-c2ccccc2C)c1=O
    -42	33	-7	-21
Cn1c(CCN2CCOCC2)nc2cc(NS(=O)(=O)c3ccccc3)ccc21
    -74	10	2	-7
COc1ccc(Cn2c(=O)[nH]c3cc(OC)c(OC)cc3c2=O)cc1
    16	8	-2	21
Cc1cc(C)c(S(=O)(=O)NC2CCN(Cc3ccccc3)CC2)c(C)c1
    -30	17	29	-21
O=C(NC(Cc1c[nH]c2ccccc12)C(=O)O)/C(=C\c1ccc2c(c1)OCO2)NC(=O)c1ccccc1 (stereo not drawn)
    -36	6	10	19
COc1ccc(OC)c(/C=N/NC(=O)c2cnccn2)c1
    -11	8	-14	-3
N#CC(C#N)=C(N)Nc1cccc(Cl)c1
    -2	10	-9	-8
CN(c1ccccc1)c1nc(N)c([N+](=O)[O-])c(NCc2ccccc2)n1
    0	4	-5	1
Cc1ccc(Nc2nc(-c3cccnc3)nc3ccccc23)cc1
    11	6	-13	42
O=C(O)CCC(=O)Nc1ccc(Br)cc1C(=O)c1ccccc1
    2	8	-7	-11

Sorted by the number under Mcl1-Bid inh (largest number first): 4 of the compounds above.
Compound	Mcl1-Bid inh
Cc1ccc(Nc2nc(-c3cccnc3)nc3ccccc23)cc1	11
O=C(NCc1ccc(Cl)cc1)c1ccc(CNc2c(N3CCOCC3)c(=O)c2=O)cc1	6
Cc1c(C(=O)/C=C/N(C)C)nnn1-c1ccc(Cl)c(Cl)c1	-3
CCOC(=O)COc1nc(-c2ccco2)cc(-c2ccco2)c1C#N	-29

Shown as tab-separated lines: entries from further up.
Molecule	Mcl1-Bid inh	Avidin fluor	Pf gamet viab	Mcl1 Noxa PPI
Cc1c(C(=O)/C=C/N(C)C)nnn1-c1ccc(Cl)c(Cl)c1	-3	8	9	-2
COc1ccc(OCC(O)CNS(=O)(=O)c2ccc(C)cc2)cc1 (stereo not drawn)	-18	5	13	-8

Next structures.
The line under a structure holds: Mcl1-Bid inh	Avidin fluor	Pf gamet viab	Mcl1 Noxa PPI
CCOC(=O)CNc1nc(Cl)nc(Nc2ccc(C)cc2)n1
    -15	7	-10	-3
NNC(=O)c1cccc(S(=O)(=O)Nc2cccc(C(F)(F)F)c2)c1
    -32	7	3	-7
c1ccc2c(c1)CCNC2c1ccncc1 (stereo not drawn)
    -23	21	-11	-15
COC(=O)CCCC1=CC2=CC(=O)C(C)(OC(=O)c3cccs3)C(=O)C2=CN1Cc1ccc2c(c1)OCO2 (stereo not drawn)
    -78	8	-3	26
COC(=O)c1ccc(C(=O)OC)c(NC(=O)/C=C/C(=O)O)c1
    30	7	6	5
COC(=O)c1c(C)oc(C)c1S(=O)(=O)N1CCOCC1
    -15	3	0	3
CC(=O)Nc1ccc(NC(=O)C2CC(=O)Nc3nc4ccccc4n32)cc1 (stereo not drawn)
    -40	8	5	1
COc1cc(C(NC=O)C(=O)Nc2c(C)cccc2C)ccc1O (stereo not drawn)
    -8	2	-7	9
CSCC[C@H](NC(=O)OC(C)(C)C)C(=O)N/N=C/c1ccc2nccnc2c1
    -4	8	9	-2
Cc1ccc(NC(=S)N2CCCCCC2)cc1
    -41	3	14	-12
CC(C(=O)O)n1c(-c2ccn[nH]2)n[nH]c1=S (stereo not drawn)
    -6	7	5	27
O=C(N=NC(=O)c1ccc2c(O)n(CC3CCCO3)c(O)c2c1)c1cccnc1 (stereo not drawn)
    -9	7	17	12
CCC1CCCCN1CC(C)(C)NS(=O)(=O)c1ccccc1 (stereo not drawn)
    24	17	-1	22
O=C(CNC(=O)C1COc2ccccc2O1)N/N=C\c1ccc(Cl)cc1 (stereo not drawn)
    26	11	13	7
O=C(CN1CCOCC1)Nc1scc2c1c(=O)oc1ccccc12
    -6	8	22	16

More compounds follow:
The line under a structure holds: Mcl1-Bid inh	Avidin fluor	Pf gamet viab	Mcl1 Noxa PPI
CCOc1ccc(-n2c(SCC(=O)Nc3nccs3)nnc2-c2ccoc2C)cc1
    -38	10	-12	4
COc1ccccc1OCC(=O)O/N=C(\N)c1ccccn1
    -7	4	6	18
Cc1nnc(SC(C(=O)c2ccccc2)c2ccccc2)[nH]c1=O (stereo not drawn)
    -18	8	30	-6
c1ccc(Sc2ncnc3ccccc23)cc1
    -53	8	-2	-5
CCOC(=O)NC(=S)Nc1ccc(C(C)(C)C)cc1Br
    -34	4	-17	-15
Oc1cccc(/C=N/N2CCN(c3ccccn3)CC2)c1
    -140	5	10	-1
Cc1ccc(-c2nc(NC(=O)CSc3ncn[nH]3)ns2)cc1
    -11	5	-1	-11
Cc1cc(C)c2oc(C(=O)NCCc3ccc(S(N)(=O)=O)cc3)cc(=O)c2c1
    -7	7	0	17
Cc1ccc2nc(-c3ccccc3)cc(C(=O)NCC3CCCO3)c2c1 (stereo not drawn)
    -2	8	10	9
CCCOc1cccc(C2C(C(=O)c3cccs3)=C(O)C(=O)N2Cc2cccnc2)c1 (stereo not drawn)
    -9	7	8	12
CCn1nnnc1SCC(=O)N1CCN(c2ccccc2)CC1
    -89	8	6	7
O=C1[C@@H]2C(c3ccc(F)cc3)=NO[C@@H]2C(=O)N1Cc1ccccc1
    -5	9	-7	-16
COc1ccc(OCCNC(=O)CCCO)cc1
    2	3	-4	10
CCOC(=O)c1cnc(SCC#N)nc1N
    -22	7	-14	-11
COc1ccccc1NS(=O)(=O)c1cccc(NC(=O)c2[nH]c(C)c(C(C)=O)c2C)c1
    -17	8	-10	-21

Following part.
The line under a structure holds: Mcl1-Bid inh	Avidin fluor	Pf gamet viab	Mcl1 Noxa PPI
NC(=O)CC(NC(=O)Cc1ccc(Br)cc1)c1ccc(NC2CCCCCC2)c([N+](=O)[O-])c1 (stereo not drawn)
    -29	9	-38	-2
CCCCCc1c(O)nc(SCCN(C)C)[nH]c1=O
    -31	7	-2	3
O=[N+]([O-])c1cccnc1Oc1ccc(C2SCCS2)cc1
    -12	8	-6	4
Cc1nn(C)cc1N1C(=O)c2cccc3c(N)ccc(c23)C1=O
    -12	10	7	-169
O=C(CCNc1n[nH]c(=O)[nH]c1=O)N/N=C\c1ccc(Br)cc1
    -1	7	-13	-16
O=C1Nc2c(c(=O)[nH]c(=O)n2-c2ccc(F)cc2)C1(NS(=O)(=O)c1ccccc1)C(F)(F)F (stereo not drawn)
    -63	7	2	37
Cn1ncc(C(=O)N=S(C)(=O)c2ccccc2)c1[N+](=O)[O-] (stereo not drawn)
    -15	7	7	-8

Look-ups from the list:
O=C1[C@@H]2C(c3ccc(F)cc3)=NO[C@@H]2C(=O)N1Cc1ccccc1 in Pf gamet viab is listed with -7
c1ccc2c(c1)CCNC2c1ccncc1 (stereo not drawn) in Avidin fluor is listed with 21
CN(C1CCCCC1)S(=O)(=O)c1ccc(-c2ccccn2)s1 in Avidin fluor is listed with 6
CCOC(=O)COc1nc(-c2ccco2)cc(-c2ccco2)c1C#N in Mcl1 Noxa PPI is listed with 3
CCOC(=O)NC(=S)Nc1ccc(C(C)(C)C)cc1Br in Mcl1-Bid inh is listed with -34
O=C(O)CCC(=O)Nc1ccc(Br)cc1C(=O)c1ccccc1 in Mcl1 Noxa PPI is listed with -11

Only part of the results is shown; rates above refer to the full screens.
